Screening results as filed in PubChem.
GSK3A inh = inhibitors of human GSK-3 alpha kinase; ADP-Glo luminescence, 60 min; inhibition, % at 10 µM; 320,000 tested, 0.1% active; AID 2650;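 in the data active = inhibition above about 50%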;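 note: GST-tagged GSK-3 alpha with peptide substrate and 25 µM ATP; 0% = DMSO neutral wells and 100% = GW8510 positive control wells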
Target sequence (P49840 whole entry, looked up): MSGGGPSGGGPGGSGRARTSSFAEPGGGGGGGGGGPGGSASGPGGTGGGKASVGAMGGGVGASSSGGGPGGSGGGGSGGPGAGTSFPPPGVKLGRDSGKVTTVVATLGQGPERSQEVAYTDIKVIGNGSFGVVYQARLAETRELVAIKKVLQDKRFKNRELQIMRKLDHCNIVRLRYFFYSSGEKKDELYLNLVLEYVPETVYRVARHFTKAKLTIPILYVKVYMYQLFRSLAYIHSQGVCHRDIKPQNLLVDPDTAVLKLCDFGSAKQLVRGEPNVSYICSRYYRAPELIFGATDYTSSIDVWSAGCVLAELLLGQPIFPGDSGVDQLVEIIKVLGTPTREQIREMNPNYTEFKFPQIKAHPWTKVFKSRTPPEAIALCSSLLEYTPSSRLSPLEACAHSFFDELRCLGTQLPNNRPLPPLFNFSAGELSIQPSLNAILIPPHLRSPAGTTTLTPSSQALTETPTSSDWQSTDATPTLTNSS
aSyn UTR inh = 5' untranslated region of α-synuclein, MLPCN primary screen; 300,000 tested, 0.82% active; alpha-synuclein 5'UTR reporter, inhibitor activity; inhibition, % (tested at 7.5 µM); AID 1813; in the data active = inhibition above about 60%;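 note: H4 neuroglioblastoma cells stably carrying SNCA 5'UTR luciferase fusion; 0% = DMSO wells and 100% = positive control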
HSF1 activator = increases HSF-1 driven luciferase reporter signal. NIH3T3-HGL HSF-1 luciferase reporter, MG132, 8 h; 100% = twice DMSO control signal. activation, % at 9 µM. 300,000 tested, 1.7% active;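 active = mean replicate activation of at least 50% with a set share of replicates each reaching 50%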;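 note: 0% = median of the neutral control wells and 100% = twice that signal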
PolyA inhibitor = blocks polyadenylation in yeast reporter cells; S. cerevisiae SKY197-pL101 polyadenylation reporter, beta-gal luminescence; efflux-impaired pdr1/pdr3 knockout yeast; score 100 = 6 SD above DMSO; calls only at 12 µM; 300,000 tested, 0.02% active;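 active = lowest replicate activity score at least 50, where 100 means six control SD above control mean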;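 note: yeast exposed to compound for 9 h at 30 °C; higher score means more reporter readthrough which indicates perturbed polyadenylation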
KLF5 inh = kruppel-like factor 5 inhibition | DLD-1 KLF5 promoter-luciferase reporter, luminescence | 290,000 tested, 0.23% active | AID 1700 | inhibition, % at 5 µM;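 active = inhibition above a per-plate limit of that plate's mean compound inhibition plus 3 SD, cut at about 60% in these data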;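 note: 0% = DMSO wells and 100% = LY294002 at 200 µM; higher means less KLF5 promoter-driven luciferase light; inactives centre near -14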
AI-2 QS mod = Vibrio harveyi AI-2 quorum sensing modulation; Vibrio harveyi JMH597 AI-2 luminescence/OD600 ratio, 9 h; hits give low values; strain lacks LuxN and CqsS sensors; 0 = neutral-control median; activity change, % at 7.5 µM; 300,000 tested, 0.4% active; AID 2094; in the data active = activity change below about -75%, passing the limit was not always enough;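 note: luminescence divided by OD600 gain over 9 h not by final OD600 alone; inactives centre near 13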
IEC-6 tox = kills IEC-6 intestinal cells in KLF5 counter-screen | IEC-6 cytotoxicity, luminescence viability | inhibition, % at 5 µM | 290,000 tested, 0.78% active; in the data active = inhibition above about 22%;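 note: 0% = plate median of test compound wells and 100% = cytotoxic reference compound wells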
GSK3beta inhib = blocks human GSK3beta kinase activity; activity score (negative = inhibition), % at 10 µM; P49841; 300,000 tested, 0.038% active; GST-GSK3beta kinase, ADP-Glo luminescence, 60 min; hits give low values;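 active = more than half of replicate wells score below -50%, meaning over 50% inhibition versus plate controls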;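 note: 0% = median DMSO wells and -100% = median GW8510 positive control wells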
Target sequence (P49841 whole entry, looked up): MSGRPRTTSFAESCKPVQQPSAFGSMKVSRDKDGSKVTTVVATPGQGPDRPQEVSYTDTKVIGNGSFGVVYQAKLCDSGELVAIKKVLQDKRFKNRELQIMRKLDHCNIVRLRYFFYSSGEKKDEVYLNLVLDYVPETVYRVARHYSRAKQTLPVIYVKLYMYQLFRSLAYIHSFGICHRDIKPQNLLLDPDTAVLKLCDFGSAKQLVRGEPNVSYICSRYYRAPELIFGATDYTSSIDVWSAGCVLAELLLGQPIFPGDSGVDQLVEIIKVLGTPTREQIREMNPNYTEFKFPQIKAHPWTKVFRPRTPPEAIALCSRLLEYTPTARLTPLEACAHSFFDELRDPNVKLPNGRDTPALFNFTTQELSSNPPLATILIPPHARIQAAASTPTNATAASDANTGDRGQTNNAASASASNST
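Test system: GST-fused GSK3beta enzyme, cell-free | Quantity: 1.6 ng GST-GSK3beta enzyme per well | Reagent: 25 µM ATP with peptide substrate | Schedule: 60 min enzyme reaction, room temperature | Signal: Luminescent ADP-Glo measurement of ADP formed | Read-out basis: Score relative to plate controls | Control set: DMSO and 20 µM GW8510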
HSF1 inh = HSF1 inhibition. 300,000 tested, 0.77% active. NIH3T3-HGL HSE-luciferase, MG132-induced, luminescence 8 h; hits give low values. activity change, negative = inhibition, % at 7.5 µM (by protocol);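 active = more than half of replicate wells show activity change below -50%, luminescence cut by over half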;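 note: luciferase reports HSF-1 transcriptional activity via heat shock element; 0% = median of DMSO wells and -100% = zero luminescence signal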
HSP90 inh = HSP90 refolding inhibition in rabbit reticulocyte lysate; 290,000 tested, 0.91% active; luciferase refolding luminescence, 3 h; inhibition, % at 5.6 µM;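 active = inhibition above the screen-wide mean plus 3 SD, computed separately per campaign, cut at about 16% in these data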;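 note: 0% = DMSO wells and 100% = 60 µM geldanamycin wells; inhibitors lower the luminescence because luciferase stays unfolded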
* = called active by the depositor; i = inactive; . = not tested or not shown. The list is partial; count on the stated rates, not on these rows.

SMILES	GSK3A inh	aSyn UTR inh	HSF1 activator	PolyA inhibitor	KLF5 inh	AI-2 QS mod	IEC-6 tox	GSK3beta inhib	HSF1 inh	HSP90 inh
Cc1cc(NCCCn2ccnc2)n2nc(-c3ccc(F)cc3)cc2n1	0	-55	3	.	-19	51	3	-1	7	-1
CC(C)(C)c1cc(NC(=O)CCSc2nnc3ccccn23)cc(C(C)(C)C)c1	0	12	54*	i	-32	27	-3	-1	17	-1
Cc1c([C@@H]2C[C@H]3CN(Cc4cccc(Cl)c4)C(=O)[C@]34CCCN24)cnn1C	-34	10	-4	i	0	5	-4	2	-3	2
O=C(Nc1ccc(Cl)cc1)Nc1nnc(/C=C/c2ccccc2)s1	-1	8	-15	i	-16	20	-6	1	0	-3
Clc1cccc(Cl)c1OCCOCCNCc1ccccc1	4	2	-13	i	4	21	2	-1	-7	0
COCCN(CC(=O)NC1CCCCC1)C(=O)CCCC(=O)Nc1ccccn1	5	9	-11	i	-21	3	-1	6	1	-5
O=S(=O)(CC(O)COc1ccccc1Cl)c1ccccc1 (centres undefined)	-3	.	.	i	7	3	7	3	.	0
O=C(CN1CCCCCC1)Nc1ccccc1OC(F)F	3	1	0	i	-25	18	-2	2	3	-3
COc1c(C=O)c(CCN(C)C(=O)c2ccc(F)cc2)cc2c1OCO2	-2	30	12	i	-34	15	-1	1	-2	-5
COc1ccc(CNS(=O)(=O)c2c(C(=O)N3CCCCC3)c(C)n(C)c2C)cc1	-2	12	-2	i	-20	3	-2	1	-7	-6
Cc1ccc(Nc2nc(CSc3nnnn3C)cs2)cc1	2	-103	27	i	-93	9	4	-1	18	1
O=C(Nc1nccs1)c1ccc(S(=O)(=O)N2CCCCC2)cc1	1	-37	5	i	-31	0	-1	0	2	-2
O=C(O)C1CCCN(C(=O)c2cccc3ccccc23)C1 (centres undefined)	-1	-24	-1	i	-2	14	1	4	-1	-5
CN(c1ccc(C(=O)Nc2cccc(O)c2)cc1)S(=O)(=O)c1ccccc1	1	-105	15	i	-59	45	-1	-6	12	-3
COc1cc(C2c3c([nH]c(=O)[nH]c3=O)Nc3ccc4ccccc4c32)cc(OC)c1OC (centres undefined)	-4	7	.	i	-1	14	7	-4	.	-5
CCn1c(=O)c([N+](=O)[O-])c(NC2CCS(=O)(=O)C2)c2ccccc21 (centres undefined)	0	7	-2	i	-25	19	-3	4	-8	-1
COc1ccc(CCNC(=O)CCC(=O)NC2CCCCC2)cc1OC	-3	9	16	i	-11	4	-1	-1	-5	2
CN1\C(=C/C=C/C=C/C=[N+](C)C)C(C)(C)c2ccccc21	.	36	-38	i	-14	-9	-7	-7	-34	-5
O=C(CSc1ccc2ccccc2c1)Nc1ncccn1	1	-23	0	i	-11	13	-2	-1	9	-2
c1ccc(Cn2nnnc2C(c2cccs2)N2CCc3ccccc3C2)cc1 (centres undefined)	-7	-11	177*	i	2	4	-2	-4	135	6
COc1cccc(-c2nn(-c3ccccc3)cc2C(=O)OCC(=O)Nc2ncc(Cl)cc2Cl)c1	0	13	2	i	-18	38	-6	-3	3	0
COc1cc(/C=N/NC(=O)c2cccnc2)cc2c1OCO2	-1	-13	-10	i	-25	17	0	-3	-5	-5
O=C(COC(=O)c1ccccc1O)NCCCc1ccccc1	-1	-2	11	i	-13	30	-1	0	-3	-2
CCOC(=O)C1(CCCc2ccccc2)CCN(S(=O)(=O)N(C)C)CC1	-2	0	4	i	-11	15	0	3	6	0
Cc1c(NC(=O)C(C)OC(=O)/C=C/c2ccc(OC(F)F)cc2)c(=O)n(-c2ccccc2)n1C (centres undefined)	-1	6	9	i	.	11	.	-2	8	.
CC(C)CN(C(=O)COC(=O)c1ccccc1SCC(=O)NC1CCCCCC1)C1CCS(=O)(=O)C1 (centres undefined)	-3	-2	10	i	-1	23	2	5	-1	4
CN(C)c1ccc(CN(C(=O)COc2ccccc2)C2CCS(=O)(=O)C2)cc1 (centres undefined)	-1	21	-3	i	-25	23	-4	1	0	0
CCC(C)c1ccc(OCC(=O)Nc2ccc(CN3CCOCC3)cc2)cc1 (centres undefined)	.	2	7	i	-42	-3	-7	1	9	-2
N#C/C(=C/c1ccc(O)cc1)C(=O)NCc1ccc(Cl)cc1	-1	5	5	i	-21	8	0	-1	7	1
COC(=O)C1=CN(Cc2ccc(OC)cc2)C=C(C(=O)OC)C1c1ccsc1	4	0	5	i	-33	41	0	2	20	0
Cc1ccc(NC(=O)C2OCCc3ccccc32)cc1Cl (centres undefined)	-2	-60	15	i	-48	1	3	6	15	4
COc1ccccc1C(=O)NNC(=O)C(=O)NC(C)(C)C	0	-26	-17	i	-17	25	2	3	-2	-1
Cc1ccc(SCC(=O)OCC(=O)NC2CCCCCC2)cc1	-3	0	16	i	-16	12	-8	-1	2	-2
Cc1ccc(S(=O)(=O)N2CCCCC2)cc1NC(=O)COC(=O)CNC(=O)c1cc(Cl)cc([N+](=O)[O-])c1	-1	5	0	i	-16	13	1	-1	0	4
CCN(CCNC(=O)c1ccc(CSc2nc3ccncc3[nH]2)cc1)c1ccccc1	-1	2	-5	i	-21	31	-4	2	-6	2
COc1ccc(NC2CCCN(C(=O)c3cc(CC(C)C)nc(N)n3)C2)cc1 (centres undefined)	-3	10	12	i	-46	20	-2	.	6	2
CCOc1cc(CNc2ccc3c(c2)CCC3)ccc1O	-3	-119	-23	i	-31	10	4	1	-17	-1
COc1ccc(NC(=O)CCNC(=O)c2ccccc2)cc1S(N)(=O)=O	0	7	-8	i	-30	9	0	1	4	2
O=C(CSc1nnc(C2CC2)n1Cc1ccco1)NCC(F)(F)F	-1	-2	13	i	2	7	-5	0	1	3
C=CCn1c(SCC(=O)NCc2cccs2)nnc1C1CCCCC1	-1	-9	19	i	-51	10	-2	6	5	-1
CCn1c(-c2cccc(S(=O)(=O)N3CCCC3)c2)n[nH]c1=S	-2	7	-6	i	-7	12	-1	-4	-5	4
CCOC(=O)c1sc(SC)c2c1CCC/C2=N/OC	-2	-7	4	i	2	22	-4	1	-2	1
CCOc1ccc(S(=O)(=O)Nc2cccc(C(=O)NCC(C)(C)N3CCOCC3)c2)cc1	-1	9	9	i	.	6	.	-2	4	.
Cc1ccc2sc(=O)[nH]c2c1	-1	-17	0	i	-7	22	3	2	-5	0
CCOC(=O)NCc1ccc(S(=O)(=O)Nc2ccccc2C)cc1	-2	8	5	i	-29	3	-2	0	-1	2
Cc1csc(NC(=O)CSc2nccn2Cc2ccco2)n1	-1	-8	3	i	-1	5	-9	1	-1	-6
N#C/C(=N\Nc1ccc(Cl)cc1)C(=N)N1CCCCCC1	0	-133	11	i	-115	10	2	1	-1	1
O=S(=O)(Cc1noc(-c2ccccc2Cl)n1)c1ccccn1	-1	-70	61*	i	-140	6	-6	0	23	2
COc1ccccc1OCCC(=O)N1CCN(c2ccccc2OC)CC1	-3	-13	-14	i	-12	-13	-1	-10	3	6
COc1ccc(CN(Cc2ccccn2)S(=O)(=O)c2ccc(-n3cnnn3)c(OC)c2)cc1	1	9	7	i	-25	29	6	2	5	3
CSc1ccccc1NC(=O)CN(C)CC(=O)Nc1ccc(N2CCOCC2)cc1	1	-41	3	i	-24	37	2	2	-3	-1
Cc1ccc(S(=O)(=O)N2CCCC(C(=O)NCC3CCCO3)C2)cc1 (centres undefined)	0	6	-1	i	19	24	7	1	-2	6
CC1CCCCC1NC(=O)COn1nnc2ccc(Cl)cc21 (centres undefined)	1	24	-6	i	-8	19	-1	1	-3	0
CC(C)[C@H](NS(=O)(=O)c1ccc(Cl)cc1)C(=O)OCC(=O)NCCN1C(=O)CSC1=O	-1	6	2	i	-6	18	6	0	0	-4
COc1ccc(OC)c(Cc2nnc(CCC(=O)NCc3nc4ccccc4s3)o2)c1	-2	3	13	i	2	-4	-2	-1	7	0
O=C(O)CC(NC(=O)COc1ccccc1)c1cccc([N+](=O)[O-])c1 (centres undefined)	-4	-20	-9	i	-6	3	-3	-4	-4	-2
CC(=O)Nc1ccc(S(=O)(=O)N(C)CCOCc2ccccc2)cc1	-1	14	-9	i	4	8	3	2	3	4
C#CCNC(=O)C1=C[C@@H](c2ccccc2)[C@H](CCCO)[C@@H](OCC)O1	.	-1	21	i	-1	13	-1	1	0	12
O=C(c1ccc(CS(=O)c2ccc(F)cc2)o1)N1CCN(C2CCCCC2)CC1 (centres undefined)	-1	-11	13	i	-43	1	6	4	-4	11
CC(C)Oc1ccc(C2CC(=O)N(c3cccc(C(=O)O)c3)C2=O)cc1 (centres undefined)	-2	-29	11	i	-64	28	6	2	-4	-5

In the list so far, 3 have a COOH group:
SMILES	GSK3A inh	aSyn UTR inh	HSF1 activator	PolyA inhibitor	KLF5 inh	AI-2 QS mod	IEC-6 tox	GSK3beta inhib	HSF1 inh	HSP90 inh
O=C(O)C1CCCN(C(=O)c2cccc3ccccc23)C1 (centres undefined)	-1	-24	-1	i	-2	14	1	4	-1	-5
O=C(O)CC(NC(=O)COc1ccccc1)c1cccc([N+](=O)[O-])c1 (centres undefined)	-4	-20	-9	i	-6	3	-3	-4	-4	-2
CC(C)Oc1ccc(C2CC(=O)N(c3cccc(C(=O)O)c3)C2=O)cc1 (centres undefined)	-2	-29	11	i	-64	28	6	2	-4	-5

Continued.
SMILES	GSK3A inh	aSyn UTR inh	HSF1 activator	PolyA inhibitor	KLF5 inh	AI-2 QS mod	IEC-6 tox	GSK3beta inhib	HSF1 inh	HSP90 inh
O=C(CCSCc1cccc(Cl)c1)NCCc1ccc(Cl)cc1	-1	3	9	i	-20	21	-8	-3	7	1
N#CC1=C(N)Nc2nc3ccccc3n2C1c1ccc(Cl)cc1 (centres undefined)	0	-10	22	i	7	19	6	3	3	2
Clc1cccc(OCCCCN2CCCCC2)c1	1	-3	-2	i	-16	10	4	7	-10	10
COc1ccccc1NC(=O)Nc1ccc(C)cn1	-1	-43	-1	i	-79	2	0	2	-5	-1
Cc1ccc(C)c(N2CCN(C(=O)c3ccc4c(c3)c(C)c(C)n4C)CC2)c1	-1	13	2	i	-2	22	-8	4	-2	2
O=c1[nH]nc(SCCS(=O)(=O)c2ccc(F)cc2)n1-c1ccccc1	26	-31	35	i	-5	21	2	2	10	5
CN(CCO)c1nc(N)c2c(N)nc3c(c2c1C#N)CC(=O)N3Cc1cccs1	3	11	9	i	3	24	-4	-1	-3	3
CCc1c(C)nc2ncnn2c1N1CCC(C(=O)Nc2ccc(C)cc2)CC1	-1	29	-6	i	-4	27	-6	0	-1	0
O=C(Nc1cccc(C(F)(F)F)c1)NC1CCCCC1	-3	-60	11	i	-20	14	-1	-3	7	-1
Cc1cc(NC(=O)CSc2nc3ccsc3c(=O)n2CCCC(=O)NCCc2ccccc2)no1	-2	10	30	i	-13	5	5	1	10	2
COc1ccc(C(=O)NCC2CCCN2S(=O)(=O)c2cccs2)cc1 (centres undefined)	-4	-16	12	i	.	16	.	-1	-1	.
